GAA glycogen mod = GAA glycogen-cleavage inhibition or activation; actives 0.38% (n = 300,000); recombinant GAA, glycogen substrate, Amplex Red glucose oxidase fluorescence; AID 2100; Potency, µM (top dose mostly 76.4 µM), for inactives: at the top dose activity change, negative = inhibition, hits mostly inhibitors; active means well fitted inhibition curve with a large enough effect; inconclusive means small, poorly fitted or top-dose-only effect, or another doubt; inactive means no such curve, though single readings can be large or run the other way;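 further: 0% = full enzyme reaction and -100% = no-enzyme basal signal; the screen sought inhibitors and activators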
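Recombinant human enzyme (4 nM); glycogen substrate; 37 C, 40 min, pH 5.0. Readout: coupled glucose oxidase/Amplex Red fluorescence.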
An asterisk follows results filed as active; u = inconclusive; & = joins results of further samples; [ ] = another dose, or the depositor's remark. Potency means the concentration at half of the fitted maximal effect. Only part of the results is shown. The share of hits here may be higher or lower than overall.

molecule	GAA glycogen mod
COc1ccc(/C=C/C(=O)Nc2ccc3nc(N4CCCCC4)cc(C)c3c2)cc1OC	9%[76.3 µM]
Cc1ccc(S(=O)(=O)c2cn(CC(=O)Nc3ccc(Cl)cc3)c3ccc(F)cc3c2=O)cc1C	-15%[76.3 µM]
O=C1/C(=C/c2cccc(Br)c2)SC(=S)N1CCC(=O)N(CCO)c1ccccc1	6%[76.3 µM]
COc1cc(NC(=O)Cn2c(=O)n(CC3CCC(C(=O)NCCc4ccccc4)CC3)c(=O)c3ccccc32)cc(OC)c1 (stereo not drawn)	2%[76.3 µM]
Cc1ccc(-c2csc(N3CCN(S(=O)(=O)c4ccc5c(c4)NC(=O)CO5)CC3)n2)cc1	1%[76.3 µM]
N#Cc1cc2c(=O)n3ccccc3nc2n(-c2nnc(SCc3ccccc3F)s2)c1=O	-1%[76.3 µM]
CC(C)(C)c1ccc(Cn2nnc3c(=O)[nH]c(C4CCCN(C(=O)c5cccs5)C4)nc32)cc1 (stereo not drawn)	2%
COc1ccc(-n2c(=O)c3ccccc3n(Cc3ccccc3Cl)c2=O)cc1	-1%[76.3 µM]
CCc1cc(=O)oc2c3c(cc(OCC(=O)NCCN4CCOCC4)c12)OC(C)(C)CC3	-11%[76.3 µM]
CCC(OC(=O)c1nsc(Cl)c1Cl)C(=O)NCC1CCCO1 (stereo not drawn)	-1%
CCS(=O)(=O)c1ncc(N(Cc2ccccc2)Cc2ccco2)c(C(=O)Nc2ccccc2C)n1	-6%[76.3 µM]
CN(C)CCN(CC1CCCN(Cc2ccccc2F)C1)C(=O)c1ccc(Cl)cc1 (stereo not drawn)	6%[76.3 µM]
Cc1ccc(S(=O)(=O)Nc2cccc(-n3cnnn3)c2)cc1C(=O)O	-9%[76.3 µM]
O=C(COc1ccccc1Cl)N(Cc1cccs1)C1CCS(=O)(=O)C1 (stereo not drawn)	-6%
COc1ccc(C(=O)c2oc3ccccc3c2NC(=O)COc2c(C)cc(C)cc2C)cc1	15%[76.3 µM]
COc1ccc(NS(=O)(=O)c2ccc(OCC(=O)N3CCOCC3)cc2)cc1Cl	5%[76.3 µM]
COc1ccc(-c2nsc(NC(=O)C(C)Oc3ccc(Cl)c(C)c3)n2)cc1 (stereo not drawn)	-13%[76.3 µM]
COc1cc(OC)cc(C(=O)Nc2c(C(=O)Nc3ccc(F)cc3)oc3ccccc23)c1	-8%[76.3 µM]
NS(=O)(=O)c1ccc(NC(=O)CCCCC(=O)Nc2ccc(S(N)(=O)=O)cc2)cc1	-2%
COc1cccc(N=Nc2c(C)[nH]n(-c3ccccc3)c2=O)c1	-10%[76.3 µM]
O=C(Cn1cc(S(=O)(=O)c2ccc(Cl)cc2)c(=O)c2ccccc21)Nc1ccc2c(c1)OCO2	16%[76.3 µM]
CCc1ccc2c(c1)c(=O)c(C(=O)c1ccc(C)cc1)cn2CC(=O)Nc1ccc2c(c1)OCCO2	12%[76.3 µM]
CCCCN(CC)CCCNC(=O)c1cn(CC)c2ccc(S(=O)(=O)N3CCOCC3)cc2c1=O	10%[76.3 µM]
O=C1COc2cc(S(=O)(=O)CCC(=O)NC3CCCCC3)c(Cl)cc2N1	-18%[76.3 µM]
CCOC(=O)C1=C(C)N=c2s/c(=C/c3ccc(OCC(=O)O)cc3)c(=O)n2C1c1ccc(F)cc1 (stereo not drawn)	1%
Cc1cc(C)c(S(=O)(=O)c2cccc(Cl)c2)c(=O)[nH]1	-7%
CCCN(CCC)CCN1C(=O)C2C(C(=O)Nc3ccc(C)cc3)C3C=CC2(O3)C1C(=O)NC1CCCCC1 (stereo not drawn)	4%
Cn1c2ccccc2c2cnn(CC(=O)NCc3ccc(Cl)cc3)c(=O)c21	1%[76.3 µM]
O=C(NNc1c2ccccc2nc2ccccc12)c1ccc(Cl)cc1	u
CCc1ccccc1NC(=O)c1ccc(S(=O)(=O)NCC2CCCO2)cc1 (stereo not drawn)	-3%[76.3 µM]
O=C(COC(=O)Cn1nnc2ccccc21)NC1CCCC1	-6%
COc1ccc(CN2CCN(C(=O)c3cccc4ccccc34)CC2)c(OC)c1OC	14%[76.3 µM]
CC(C)(Oc1ccc(Cl)cc1)C(=O)Nc1ccc2oc(=O)ccc2c1	-5%[76.3 µM]
COc1ccc(CNC(=O)CC2(CC(=O)O)CCCCC2)cc1	5%
O=C1CC(N2CCN(c3ccc(Cl)cc3)CC2)C(=O)N1c1ccccc1 (stereo not drawn)	0%[76.3 µM]
O=C(CSC1=Nc2ccccc2C2=NC(CCC(=O)NC3CCCCC3)C(=O)N12)Nc1cccc(Cl)c1 (stereo not drawn)	-6%[76.3 µM]
COc1ccc(N2CCN(C(=O)COc3ccc4c(C)cc(=O)oc4c3C)CC2)cc1	-2%[76.3 µM]
CCOC(=O)COn1c(=O)c(-c2ccc(OC)cc2)[n+]([O-])c2ccccc21	2%
COc1cccc(-n2c(=O)c3c(C)c(C)sc3n(CC(=O)Nc3ccccc3OC)c2=O)c1	13%[76.3 µM]
N#Cc1ccc2nc3c(nc2c1)CCCC3	-6%
Cc1ccc(S(=O)(=O)N2CCC(C(=O)N3CCC[C@H]3C(=O)NCC(C)C)CC2)cc1	-17%[76.3 µM]
CC(/C=N/NC(=O)c1ccccc1F)=C\c1ccccc1	-11%[76.3 µM]
Cc1ccc(S(=O)(=O)NC(=O)COc2cc(C)ccc2C(C)C)cc1	-4%[76.3 µM]
O=C1CC(N2CCN(c3ccccc3)CC2)C(=O)N1c1ccc(Cl)cc1 (stereo not drawn)	13%[76.3 µM]
COc1ccc(CC(=O)N2CC(=O)Nc3ccc(Br)cc3C2c2ccc(F)cc2)cc1 (stereo not drawn)	-2%[76.3 µM]
Cc1ccc(S(=O)(=O)N2CCN(S(=O)(=O)N3CCCCC3)CC2)cc1C	-1%
Cc1ccc(NC(=O)NC(C)c2c(-n3cccc3)sc(C)c2C)c(C)c1 (stereo not drawn)	-3%[76.3 µM]
CCCCC(=O)Nc1nnc(/C=C/c2ccc(OC)cc2)s1	0%[76.3 µM]
Cc1ccc(-n2c(N)cc(=O)nc2SCC(=O)N2CCN(c3ccccc3)CC2)cc1	0%[76.3 µM]
COc1cc(OC)c(C(=O)/C=C/c2ccc(OCc3ccccc3)c(OC)c2)c(OC)c1	10%[76.3 µM]
COC(=O)CN1C(=O)[C@H]2[C@@H](c3ccc(C)o3)N3C(=O)CN(CCO)C(=O)[C@@]3(C)[C@H]2C1=O	u
COc1ccc(CN2C(=NC(=O)CCc3ccccc3)SC3CS(=O)(=O)CC32)cc1 (stereo not drawn)	-8%[76.3 µM]
CCC(=O)c1cn(CC(=O)Nc2ccc(C)cc2C)c2ccccc12	17%[76.3 µM]
CCc1cccc(NC(=O)c2cc3c(=O)[nH]c4ccccc4c3n2C)c1	u
Cc1cc(C)c(NC(=O)Cn2c(=O)c3cccn3c3ccccc32)c(C)c1	-7%&-16%[76.3 µM]
Cc1ccccc1C(=O)N1CCN(c2ccc(NC(=O)Cc3ccccc3)cc2)CC1	1%[76.3 µM]
O=C(Nc1ccc2c(c1)C(=O)NC2=O)c1ccccc1	12%[76.3 µM]
COc1cc(OC)cc(C(=O)NCCNC(=O)c2ccccn2)c1	-3%
CC1CCN(S(=O)(=O)c2cccc(S(=O)(=O)N3CCCC3)c2)CC1	1%
Cc1ccc(CNC(=O)Cn2c(=O)n(Cc3ccccc3)c(=O)c3sc4ccccc4c32)cc1	1%[76.3 µM]

Retrieved by compound from above (five):
molecule	GAA glycogen mod
Cc1ccc(S(=O)(=O)N2CCN(S(=O)(=O)N3CCCCC3)CC2)cc1C	-1%
Cc1ccc(S(=O)(=O)Nc2cccc(-n3cnnn3)c2)cc1C(=O)O	-9%[76.3 µM]
COc1cccc(N=Nc2c(C)[nH]n(-c3ccccc3)c2=O)c1	-10%[76.3 µM]
Cc1ccc(S(=O)(=O)c2cn(CC(=O)Nc3ccc(Cl)cc3)c3ccc(F)cc3c2=O)cc1C	-15%[76.3 µM]
CCc1ccccc1NC(=O)c1ccc(S(=O)(=O)NCC2CCCO2)cc1 (stereo not drawn)	-3%[76.3 µM]

Following part
molecule	GAA glycogen mod
O=C(Nc1cccnc1Cl)c1cc(-c2ccc(Cl)cc2)on1	8%[76.3 µM]
CCCN1C2CCCC1CC(NC(=O)c1ccc(OC)cc1)C2 (stereo not drawn)	-1%[76.3 µM]
CCC1CCCCN1CCCNC(=O)c1ccc2nc(N3CCCCC3)sc2c1 (stereo not drawn)	6%[76.3 µM]
CC(CN1CCN(C)CC1)OC(=O)c1cccc(F)c1 (stereo not drawn)	3%[76.3 µM]
CSc1ccc(S(=O)(=O)N2CCC(C(=O)NCCCn3ccnc3)CC2)cc1	-17%[76.3 µM]
CCC1CN(C(=O)N2CCC(C(=O)NCc3ccc(F)cc3)CC2)c2ccccc2O1 (stereo not drawn)	5%[76.3 µM]
COc1cccc2cc(-c3nc4sc5c(c4c(=O)[nH]3)CCC(C(C)(C)C)C5)c(=O)oc12 (stereo not drawn)	-9%[76.3 µM]
O=C(C1CCCC1)N1CCN(S(=O)(=O)c2cccc(Cl)c2Cl)CC1	-8%
O=C(CCS(=O)(=O)c1nc(-c2ccc3c(c2)OCO3)cc(C(F)(F)F)n1)Nc1ccccc1F	-2%[76.3 µM]
Cc1ccc(NC(=O)N2CCCC2C(=O)Nc2ccc3c(c2)OCCO3)cc1 (stereo not drawn)	-3%[76.3 µM]
Cn1c(=O)cc(SCC(=O)N2CCN(c3ccccc3F)CC2)c2ccccc21	0%[76.3 µM]
CC(C)(C)OC1NS(=O)(=O)OCC1NCOC(Cl)(Cl)Cl (stereo not drawn)	6%[76.3 µM]
CCC1CN(C(=O)N2CCC(C(=O)NCCC3=CCCCC3)CC2)c2cc(C)ccc2O1 (stereo not drawn)	10%[76.3 µM]
CCOc1ccc2c(c1)c(=O)c(C(=O)c1ccc3c(c1)OCO3)cn2Cc1cccc(F)c1	12%[76.3 µM]
COc1ccc(S(=O)(=O)N2CCN(c3ccccc3OC)CC2)cc1	-10%[76.3 µM]
COc1ccccc1N1CCN(C(=O)C2CCN(C(=O)c3ccccc3C)CC2)CC1	-4%[76.3 µM]
O=C(Nc1ccc(F)cc1)C1CC(=O)N(Cc2ccco2)C1 (stereo not drawn)	-6%[76.3 µM]
CC(Oc1ccccc1Cl)C(=O)N(Cc1cccs1)C1CCS(=O)(=O)C1 (stereo not drawn)	u
COc1cccc(C(=O)NCC2(c3ccc(OC)c(OC)c3)CCCC2)c1	-3%[76.3 µM]
CCCCOc1cccc(C(=O)Nc2cc3nn(-c4ccc(F)cc4)nc3cc2C)c1	5%[76.3 µM]

Ordered by number of heavy atoms (lowest first): part of the list above.
molecule	GAA glycogen mod
CCC(OC(=O)c1nsc(Cl)c1Cl)C(=O)NCC1CCCO1 (stereo not drawn)	-1%
COc1ccc(CC(=O)N2CC(=O)Nc3ccc(Br)cc3C2c2ccc(F)cc2)cc1 (stereo not drawn)	-2%[76.3 µM]
O=C(CCS(=O)(=O)c1nc(-c2ccc3c(c2)OCO3)cc(C(F)(F)F)n1)Nc1ccccc1F	-2%[76.3 µM]

Other compounds.
molecule	GAA glycogen mod
Cc1csc(NC(=O)c2ccc(=O)[nH]c2)n1	1%
Cc1oc2ccc(O)c(CN3CCOCC3)c2c1C(=O)Nc1ccccc1	-5%[76.3 µM]
O=C(O)C1(c2ccccc2)CCN(S(=O)(=O)c2ccc(F)c(F)c2)CC1	5%
Cc1nc2ccccn2c1C(=O)N/N=C/c1ccccc1	-1%
O=C(Nc1ccc(F)cc1)C1CCN(c2nc3ccccc3n3cccc23)CC1	13%[76.3 µM]
CCNc1oc(-c2ccc(COc3ccc(Cl)cc3)o2)nc1C#N	-17%[76.3 µM]
O=[N+]([O-])c1ccc(S(=O)(=O)N2CCN(Cc3ccco3)CC2)cc1	10%
Cc1nn(CC(=O)N2CCN(c3ccccc3)CC2)c(=O)c2cc3cc(F)ccc3n12	15%[76.3 µM]
Nc1nc2c(s1)CCc1ccccc1-2	4%
O=C(Nc1nc2ccccc2s1)C1CCN(C(=O)c2ccco2)CC1	4%[76.3 µM]
CCN1/C(=C/c2ccc3ccccc3[n+]2CCCS(=O)(=O)[O-])C=Cc2cc(C)ccc21	-5%
Cc1sc2ncn(CC(=O)N3CCCCC3)c(=O)c2c1S(=O)(=O)N1CCC(C)CC1	7%
CC(C(=O)Nc1ccccc1C(F)(F)F)n1nnc2sc3c(c2c1=O)CCCC3 (stereo not drawn)	20%[76.3 µM]
COCCCNC(=O)c1cn(-c2cccc(OC)c2)c(=O)c2ccccc12	7%
COc1ccc(NC(=O)c2c(-c3ccccc3)c(-c3ccccc3)nn(C)c2=O)c(OC)c1	-2%[76.3 µM]
Cc1ccc(S(=O)(=O)c2c[nH]c3ccc(Cl)cc3c2=O)cc1	7%
CCC1CCCCN1C(=O)Cn1c(=O)oc2cc(S(=O)(=O)N3CCCCC3)ccc21 (stereo not drawn)	-4%[76.3 µM]
Cc1ccc(NC(=O)c2c(NC(=O)Cc3ccccc3)sc3c2CCC3)cc1	7%[76.3 µM]
CCOC(=O)C(Cc1ccccc1)NC(=O)CCCC(=O)c1ccccc1 (stereo not drawn)	3%
Cc1ccc(S(=O)(=O)Nc2cc(C)c(O)c(Sc3n[nH]c(C)n3)c2)cc1	1%
COc1ccc(N2CCN(c3ccc(-c4nc(-c5ccccc5)no4)cc3[N+](=O)[O-])CC2)cc1	-4%[76.3 µM]
Cc1ccc2c(c1)N(CCC(=O)NC1CCCCC1C)C(=O)CO2 (stereo not drawn)	2%
O=C(Nc1ccccc1F)C(=O)Nc1cccc2ccccc12	10%[76.3 µM]

High-throughput results from PubChem BioAssay.
